PAFAH1B2 inh = blocks human PAF acetylhydrolase 1b catalytic subunit 2 | P68402 | 340,000 tested, 1.2% active | recombinant PAFAH1B2, FP-rhodamine activity probe, fluorescence polarization | inhibition, % at 3.39 µM;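 active = inhibition above the mean of all tested compounds plus 3 SD, cut at about 24% in these data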;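 note: 0% = enzyme with DMSO and 100% = wells lacking PAFAH1B2; many of its hits are not listed in these tables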
PME-1 primary = PME-1 (human) inhibition. 320,000 tested, 0.53% active. Q9Y570. AID 2130. recombinant PME-1, FP-Rh probe fluorescence polarization. inhibition, % at 5.9 µM;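 active = inhibition above the campaign mean of all compounds plus 3 SD, cut at about 26% in these data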;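 note: competitive labeling of PME-1 active site by serine hydrolase directed probe; 0% = PME-1 with DMSO and 100% = wells lacking PME-1 enzyme; inhibitors block probe labeling so polarization falls and inhibition rises; many of its hits are not listed in these tables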
Target sequence (Q9Y570 whole entry, looked up): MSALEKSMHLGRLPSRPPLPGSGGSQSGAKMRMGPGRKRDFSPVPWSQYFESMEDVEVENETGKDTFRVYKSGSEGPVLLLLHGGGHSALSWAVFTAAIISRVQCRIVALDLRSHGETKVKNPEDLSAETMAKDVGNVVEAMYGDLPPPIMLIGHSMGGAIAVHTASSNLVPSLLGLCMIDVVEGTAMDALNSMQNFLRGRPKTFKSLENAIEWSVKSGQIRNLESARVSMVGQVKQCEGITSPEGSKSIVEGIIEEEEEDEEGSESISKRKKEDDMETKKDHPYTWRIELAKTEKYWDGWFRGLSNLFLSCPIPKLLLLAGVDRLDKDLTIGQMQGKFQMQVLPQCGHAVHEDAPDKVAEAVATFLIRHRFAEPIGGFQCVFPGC
LYPLA2 inh = blocks human lysophospholipase 2, a PME1 counter-screen | O95372 | 320,000 tested, 0.38% active | inhibition, % at 5.9 µM | recombinant LYPLA2, FP-Rh probe fluorescence polarization;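 active = inhibition above the screen-wide mean plus 3 SD, limit set per campaign, cut at about 26% in these data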;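 note: 0% = LYPLA2 with DMSO and 100% = wells lacking LYPLA2 enzyme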
GSTO1 counter = blocks human GSTO1 in RBBP9 counter-screen | P78417 | 300,000 tested, 1.1% active | inhibition, % at 5.96 µM | recombinant GSTO1, activity-based probe fluorescence polarization;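 active = inhibition above the campaign mean inhibition plus 3 SD, cut at about 35% in these data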;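 note: 0% = GSTO1-1 with DMSO and 100% = wells lacking GSTO1-1 enzyme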
Target sequence (P78417 whole entry, looked up): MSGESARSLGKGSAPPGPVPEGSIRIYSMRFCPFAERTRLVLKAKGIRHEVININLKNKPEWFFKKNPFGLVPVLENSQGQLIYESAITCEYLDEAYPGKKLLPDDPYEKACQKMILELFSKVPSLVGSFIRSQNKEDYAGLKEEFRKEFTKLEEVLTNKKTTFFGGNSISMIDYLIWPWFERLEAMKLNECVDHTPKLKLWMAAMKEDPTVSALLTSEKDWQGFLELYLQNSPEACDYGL
LYPLA1 inh = blocks human lysophospholipase 1, a PME1 counter-screen; inhibition, % at 5.9 µM; O75608; recombinant LYPLA1, FP-Rh probe fluorescence polarization; 320,000 tested, 0.16% active;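 active = inhibition above the mean of all tested compounds plus 3 SD, set per campaign, cut at about 14% in these data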;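 note: inhibitors block serine hydrolase probe labeling of LYPLA1 so polarization falls; 0% = enzyme with DMSO and 100% = wells lacking LYPLA1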
Target sequence (O75608 whole entry, looked up): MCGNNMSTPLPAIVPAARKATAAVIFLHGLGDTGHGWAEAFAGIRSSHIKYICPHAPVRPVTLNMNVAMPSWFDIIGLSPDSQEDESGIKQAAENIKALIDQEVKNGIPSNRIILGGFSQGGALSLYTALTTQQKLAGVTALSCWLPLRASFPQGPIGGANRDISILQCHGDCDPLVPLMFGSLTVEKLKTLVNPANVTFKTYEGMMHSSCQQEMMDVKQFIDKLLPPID
PAD4 FP inh = PAD4 (human) enzyme inhibition; Q9UM07; 330,000 tested, 0.41% active; recombinant PAD4, RCA probe fluorescence polarization; inhibition, % at 6.36 µM;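 active = percent inhibition above a cutoff equal to the mean of all tested compounds plus 3 SD, cut at about 15% in these data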;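 note: 0% = PAD4 with RCA probe and DMSO and 100% = probe without PAD4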
pPAFAH inh = inhibitors of human plasma PAF acetylhydrolase (pPAFAH) | recombinant pPAFAH, FP-rhodamine probe fluorescence polarization | 330,000 tested, 1.5% active | Q13093 | inhibition, % at 3.39 µM | AID 463082;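 active = inhibition above the mean inhibition across the screen plus 3 SD, cut at about 25% in these data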;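 note: inhibitors block binding of the rhodamine activity-based probe so polarization drops; 0% = enzyme with DMSO and 100% = wells lacking pPAFAH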
PREPL inh = inhibitors of human prolyl oligopeptidase-like enzyme PREPL | inhibition, % at 5.96 µM | AID 2751 | Q4J6C6 | 320,000 tested, 0.68% active | recombinant PREPL, fluorescence polarization activity-based probe; in the data active = inhibition above about 43%;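 note: 0% = enzyme with DMSO and 100% = wells lacking enzyme; many of its hits are not listed in these tables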
PAFAH1B3 FP inh = inhibitors of human PAFAH1B3; Q15102; recombinant PAFAH1B3, FP-rhodamine probe, fluorescence polarization; inhibition, % at 3.39 µM; 340,000 tested, 0.28% active; AID 492972;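 active = inhibition above the screen-wide average of all tested compounds plus 3 SD, cut at about 25% in these data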;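 note: 0% = enzyme with DMSO only and 100% = wells lacking PAFAH1B3 protein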
Active calls of the source: *.

entry	smiles	PAFAH1B2 inh	PME-1 primary	LYPLA2 inh	GSTO1 counter	LYPLA1 inh	PAD4 FP inh	pPAFAH inh	PREPL inh	PAFAH1B3 FP inh
1	Cc1ccccc1OCC(=O)N(Cc1cccc(F)c1)C1CCS(=O)(=O)C1 (centres undefined)	7	-10	8	0	-2	7	6	2	0
2	Cc1ccc(/C=C/C(=O)Nc2ccncc2)o1	0	1	-1	1	-2	0	4	11	1
3	Cc1cccc(OCC(=O)N2CCC(N3CCOCC3)CC2)c1	0	2	-3	-10	1	-2	8	1	4
4	COc1ccc(S(=O)(=O)NC(C)C(=O)NCc2cccnc2)cc1C (centres undefined)	2	-2	-5	-8	-1	0	-11	5	-2
5	COCCCNCCOCCOc1ccc(C)cc1Br	-3	-2	-1	10	0	-6	3	-2	4
6	COc1ccc(C(=O)N(CCc2ccccc2)Cc2cccs2)c(OC)c1	0	-6	-2	5	0	-2	6	-4	12
7	Cc1cccc(CN2CCCC(C(=O)N3CCCCC3)C2)c1 (centres undefined)	-3	-3	2	-4	-3	2	1	-4	6
8	CCc1ccc(-c2cc(C)no2)cc1S(=O)(=O)N1CCN(c2ccccc2OC)CC1	1	2	-2	-3	-3	-4	6	1	7
9	CN(CC(=O)OCC(=O)c1c(N)n(C)c(=O)n(C)c1=O)S(=O)(=O)c1ccc(Cl)cc1	10	2	-1	6	-3	-3	2	-2	2
10	COC(=O)c1ccc(Cl)c(NC(C)=O)c1	0	-4	-8	4	-2	2	0	-7	6
11	CN1C(=O)CCC1(O)c1ccccc1 (centres undefined)	1	-3	0	-4	1	-4	4	4	9
12	COc1ccc(-c2nnc(-c3ccc(OCC(C)C)cc3)o2)cc1	-8	-9	4	7	-1	0	0	-4	8
13	CCOc1cc(N)c(Cl)cc1C(=O)NCC1CN(Cc2ccc(F)cc2)CCO1 (centres undefined)	-5	-5	8	3	3	4	2	42	3
14	CCN1C(=O)/C(=C2\SC(=S)N(c3c(C)n(C)n(-c4ccccc4)c3=O)C2=O)c2ccccc21	1	3	4	1	3	1	0	4	-3
15	COc1ccc(OC)c(S(=O)(=O)Nc2cc3c4c(c2)CCN4C(=O)CC3)c1	1	-2	-2	-2	0	-1	0	-3	5
16	O=C(Nc1ccc(SC(F)F)cc1)c1ccccc1F	4	-7	3	3	-1	4	-1	-2	4
17	COc1cccc(C(=O)N(C)c2nnc(-c3ccncc3)s2)c1	-1	17	2	4	-6	-2	3	5	3
18	CCOC(=O)[C@H]1[C@H]2COc3ccc(Cl)cc3[C@@H]2N2C(=O)c3cc(Br)ccc3NC(=O)[C@@]12C	-2	-34	-39	-10	-24	-5	-2	-2	-5
19	CC(C)c1ccc(O)c(NC(=S)NC(=O)CCc2ccccc2)c1	3	6	0	2	-1	5	1	5	6
20	Cc1ccc(CCc2nnc(SCC(=O)Nc3cc(Cl)ccc3Cl)n2-c2ccccc2)o1	-1	2	-7	9	-8	1	9	-6	-7

Some of these compounds in order of molar mass, lowest first:
entry	smiles	PAFAH1B2 inh	PME-1 primary	LYPLA2 inh	GSTO1 counter	LYPLA1 inh	PAD4 FP inh	pPAFAH inh	PREPL inh	PAFAH1B3 FP inh
11	CN1C(=O)CCC1(O)c1ccccc1 (centres undefined)	1	-3	0	-4	1	-4	4	4	9
2	Cc1ccc(/C=C/C(=O)Nc2ccncc2)o1	0	1	-1	1	-2	0	4	11	1
16	O=C(Nc1ccc(SC(F)F)cc1)c1ccccc1F	4	-7	3	3	-1	4	-1	-2	4
7	Cc1cccc(CN2CCCC(C(=O)N3CCCCC3)C2)c1 (centres undefined)	-3	-3	2	-4	-3	2	1	-4	6
3	Cc1cccc(OCC(=O)N2CCC(N3CCOCC3)CC2)c1	0	2	-3	-10	1	-2	8	1	4
12	COc1ccc(-c2nnc(-c3ccc(OCC(C)C)cc3)o2)cc1	-8	-9	4	7	-1	0	0	-4	8
17	COc1cccc(C(=O)N(C)c2nnc(-c3ccncc3)s2)c1	-1	17	2	4	-6	-2	3	5	3
19	CC(C)c1ccc(O)c(NC(=S)NC(=O)CCc2ccccc2)c1	3	6	0	2	-1	5	1	5	6
4	COc1ccc(S(=O)(=O)NC(C)C(=O)NCc2cccnc2)cc1C (centres undefined)	2	-2	-5	-8	-1	0	-11	5	-2
6	COc1ccc(C(=O)N(CCc2ccccc2)Cc2cccs2)c(OC)c1	0	-6	-2	5	0	-2	6	-4	12
15	COc1ccc(OC)c(S(=O)(=O)Nc2cc3c4c(c2)CCN4C(=O)CC3)c1	1	-2	-2	-2	0	-1	0	-3	5
1	Cc1ccccc1OCC(=O)N(Cc1cccc(F)c1)C1CCS(=O)(=O)C1 (centres undefined)	7	-10	8	0	-2	7	6	2	0
13	CCOc1cc(N)c(Cl)cc1C(=O)NCC1CN(Cc2ccc(F)cc2)CCO1 (centres undefined)	-5	-5	8	3	3	4	2	42	3
8	CCc1ccc(-c2cc(C)no2)cc1S(=O)(=O)N1CCN(c2ccccc2OC)CC1	1	2	-2	-3	-3	-4	6	1	7
9	CN(CC(=O)OCC(=O)c1c(N)n(C)c(=O)n(C)c1=O)S(=O)(=O)c1ccc(Cl)cc1	10	2	-1	6	-3	-3	2	-2	2
14	CCN1C(=O)/C(=C2\SC(=S)N(c3c(C)n(C)n(-c4ccccc4)c3=O)C2=O)c2ccccc21	1	3	4	1	3	1	0	4	-3
20	Cc1ccc(CCc2nnc(SCC(=O)Nc3cc(Cl)ccc3Cl)n2-c2ccccc2)o1	-1	2	-7	9	-8	1	9	-6	-7
18	CCOC(=O)[C@H]1[C@H]2COc3ccc(Cl)cc3[C@@H]2N2C(=O)c3cc(Br)ccc3NC(=O)[C@@]12C	-2	-34	-39	-10	-24	-5	-2	-2	-5

More records.
entry	smiles	PAFAH1B2 inh	PME-1 primary	LYPLA2 inh	GSTO1 counter	LYPLA1 inh	PAD4 FP inh	pPAFAH inh	PREPL inh	PAFAH1B3 FP inh
21	Cc1ccc(CC(=O)NC2CCN(C)CC2)cc1	-4	1	0	-5	-3	-3	6	1	7
22	CN(C)Cc1ccccc1Sc1ccc(O)cc1O	4	-4	1	4	8	2	7	-2	5
23	CCN1CCN(C(=O)C2CCN(S(=O)(=O)c3ccc(SC)cc3)CC2)CC1	2	-3	0	14	-2	5	2	-8	2
24	CCN(c1ccccc1)S(=O)(=O)c1cc(C(=O)OC(C)C(=O)Nc2ccc3c(c2)OCCO3)ccc1C (centres undefined)	-1	-13	-20	-1	-11	1	-1	2	-6
25	Nc1c(C(=O)NCc2ccco2)nnn1CC(=O)Nc1ccc2c(c1)OCO2	2	0	6	14	1	4	3	7	3
26	N#Cc1c(-c2ccccc2Cl)c2c([nH]c1=O)-c1ccccc1OC2	6	-1	-5	-1	-3	1	7	-3	2
27	O=C(NCc1cccc(F)c1)C1CCN(S(=O)(=O)Cc2ccccc2)CC1	3	-2	2	8	-4	-2	9	-2	17
28	COc1cc(C(CCN2CCCCC2)c2c(OC)cc(OC)c3c(C)cc(=O)oc23)cc(OC)c1OC (centres undefined)	0	-4	4	6	0	-1	2	7	-5
29	CCOc1ccc(/C=N/OCC(=O)NCc2ccco2)cc1	-3	1	-3	0	4	-4	0	12	4
30	CCOC(=O)c1cnc(SC2CCc3ccccc3C2=O)nc1N (centres undefined)	0	-2	5	5	-2	-7	12	4	1
31	Cc1ccccc1COn1nnc2ccc(S(=O)(=O)N3CCOCC3)cc21	8	-8	1	17	-2	-2	6	4	2
32	COc1ccc(CN(C)CC(=O)Nc2ccc(SC(F)F)cc2)cc1OC	5	3	-2	-10	-1	4	4	4	18
33	CCOC(=O)c1oc2ccccc2c1NC(=O)c1ccc(S(=O)(=O)N2CCCC2)cc1	6	-2	3	-2	-1	-2	3	6	5
34	COCCN(C(=O)COC(=O)CCSc1ccc(F)cc1)c1c(N)n(Cc2ccccc2)c(=O)[nH]c1=O	8	2	-2	4	-3	4	9	-8	2
35	COCCCn1c(SCC(=O)NC(C)(C)C)nnc1-c1cccs1	3	2	-7	4	-4	3	0	-5	4
36	O=C(NNC(=O)c1cc2cc(Br)ccc2oc1=O)c1ccc(O)cc1	0	7	2	5	-3	1	13	-2	10
37	COc1ccc(CNC(=O)C(=O)NCC2OCCN2S(=O)(=O)c2ccc(OC)c(OC)c2)cc1 (centres undefined)	7	6	-9	1	-8	2	2	17	5
38	O=C1CCN(CCc2ccccc2)CCN1[C@H](CO)c1ccccc1	-4	7	1	4	6	-2	-4	-3	3
39	Cn1c(CNS(=O)(=O)c2ccc(F)cc2)n[nH]c1=S	-3	0	-1	0	-4	0	0	11	13
40	CCOc1ccc(C(=O)c2cccs2)cc1	1	-1	5	0	3	-4	5	3	9
41	C=CCn1c(SC(C)C(=O)NCCC2=CCCCC2)nc2ccccc2c1=O (centres undefined)	9	-1	-7	6	0	-3	-3	-4	0
42	Cc1noc(C)c1C(=O)NC(C)C1CCCO1 (centres undefined)	4	0	0	4	0	-2	-3	6	8

Only PAFAH1B2 inh, PME-1 primary and pPAFAH inh, for some of the entries so far:
# | SMILES | PAFAH1B2 inh | PME-1 primary | pPAFAH inh
40 | CCOc1ccc(C(=O)c2cccs2)cc1 | 1 | -1 | 5
41 | C=CCn1c(SC(C)C(=O)NCCC2=CCCCC2)nc2ccccc2c1=O (centres undefined) | 9 | -1 | -3

Only part of the results is shown; the hit share may differ from the screen's.
